KCNQ2 inh = KCNQ2 potassium channel inhibitors, primary screen, cell-based, CHO-K1, FluxOR thallium flux, B-score (AID 2156). O88943. 20 min; stronger effect = lower value. B-score at 10 µM. hit rate 1.1% among 310,000;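 active = fluorescence ratio B-score at most minus 3 library SDs, with starting brightness B-score within 2 library SDs, cut at about -5.5 in these data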
Target sequence (O88943 whole entry, looked up): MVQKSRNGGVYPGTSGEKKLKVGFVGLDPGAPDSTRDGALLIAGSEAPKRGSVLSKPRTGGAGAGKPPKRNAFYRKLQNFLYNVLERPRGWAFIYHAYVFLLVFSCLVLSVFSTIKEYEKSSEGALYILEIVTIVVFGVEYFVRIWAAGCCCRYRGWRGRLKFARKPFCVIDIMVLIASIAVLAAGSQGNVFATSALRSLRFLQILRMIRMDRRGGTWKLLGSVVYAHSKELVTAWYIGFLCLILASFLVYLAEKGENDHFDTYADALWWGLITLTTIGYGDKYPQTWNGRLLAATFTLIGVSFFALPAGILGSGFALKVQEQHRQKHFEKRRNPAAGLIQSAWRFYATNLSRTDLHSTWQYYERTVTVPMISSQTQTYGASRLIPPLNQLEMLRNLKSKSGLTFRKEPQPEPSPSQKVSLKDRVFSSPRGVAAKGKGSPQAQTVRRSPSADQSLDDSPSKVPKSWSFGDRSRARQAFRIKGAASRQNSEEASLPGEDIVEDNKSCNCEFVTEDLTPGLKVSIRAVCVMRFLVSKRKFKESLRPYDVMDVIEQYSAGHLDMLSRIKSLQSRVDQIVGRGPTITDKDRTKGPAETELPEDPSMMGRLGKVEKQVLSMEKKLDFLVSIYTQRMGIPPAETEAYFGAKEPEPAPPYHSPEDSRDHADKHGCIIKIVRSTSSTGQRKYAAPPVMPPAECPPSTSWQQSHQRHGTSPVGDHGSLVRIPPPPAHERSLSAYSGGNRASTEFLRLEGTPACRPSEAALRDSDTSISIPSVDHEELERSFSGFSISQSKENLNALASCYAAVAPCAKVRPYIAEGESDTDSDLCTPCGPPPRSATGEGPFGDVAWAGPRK
Kir21 block = inhibitors of mouse Kir2.1 inward-rectifier potassium channel; B-score at 10 µM; AID 1672; hit rate 0.85% among 310,000; HEK293-Kir2.1, FluxOR thallium flux fluorescence; stronger effect = lower value; P35561;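 active = fluorescence ratio B-score at or below minus 3 SD of library scores, with starting-brightness B-score within 2 SD, cut at about -4.2 in these data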;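 also: channel flux triggered by added potassium and thallium sulfate stimulus; B-score of peak minus minimum fluorescence over baseline after thallium stimulus; more negative B-score means stronger Kir2.1 block with less thallium influx; some compounds called inactive have numbers as strong as hits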
* = called active by the depositor; i = inactive. Rows are unselected, and some 1.9% of all compounds hit somewhere here.

Sample of the layout (2 entries):
KCNQ2 inh,Kir21 block,compound
i,-2.1,CC(C(=O)OCC(=O)c1ccc(F)cc1)N1C(=O)C2C3C=CC(C3)C2C1=O (stereo unspecified)
i,-0.04,Cc1cc(C)cc(C(=O)OCC(=O)N2CCCC2)c1

The listing (from the top)
KCNQ2 inh,Kir21 block,compound
i,-2.1,CC(C(=O)OCC(=O)c1ccc(F)cc1)N1C(=O)C2C3C=CC(C3)C2C1=O (stereo unspecified)
i,-0.04,Cc1cc(C)cc(C(=O)OCC(=O)N2CCCC2)c1
-7.1*,-4.3,CCOC(=O)c1cc2c(=O)n3ccccc3nc2n(Cc2ccco2)c1=NC(=O)c1cccnc1
i,-2.4,Cn1c(COc2ccc(Cl)cc2)nnc1SCc1ncc(-c2ccccc2)o1
i,-2.3,COC(=O)/C(C#N)=C/c1c(N2CCN(c3cccc(Cl)c3)CC2)nc2c(C)cccn2c1=O
i,0.96,CCOC(=O)C1=C(C)NC(=O)NC1c1ccc(OCC(=O)N2CCCCC2)cc1 (stereo unspecified)
i,0.77,COc1ccc(CCn2c(-c3ccc(F)cc3)nc3c(c(=O)c4ccccc4n3C)c2=O)cc1OC
i,0,CC1(C)SC2c3ccccc3C(=O)N2[C@@H]1C(=O)NC1CCCC1 (stereo partly specified)
i,-0.51,C=CCN(CC=C)C(=O)CN1C(=O)NC(c2ccccc2)(c2ccccc2)C1=O
i,-0.2,COc1cc(C(=O)Nc2ccc(S(=O)(=O)N(C)c3ccccc3)cc2)cc(OC)c1OC
i,0.01,CC(Oc1ccccc1)C(=O)N=Nc1c(O)[nH]c2ccc(Br)cc12 (stereo unspecified)
i,0.5,O=C(Cc1csc(Nc2nc(=S)[nH]c3ccccc23)n1)N1CCN(c2cccc(C(F)(F)F)c2)CC1
i,0.02,O=C(Cc1ccccc1)N1CCN(c2ncccn2)CC1
i,0.09,Cc1cc(C)nc(-n2nc(C)cc2NC(=O)CN2CCC(C)CC2)n1
i,0.81,Cc1ccc(S(=O)(=O)N2CCN(Cc3ccsc3)CC2)cc1
i,0.75,Cn1nnnc1SCC(=O)c1ccc(Br)s1
i,-0.31,O=C(CCNC(=O)C1CCN(S(=O)(=O)c2ccccc2)CC1)NC1CC1
i,-0.45,CCOC(=O)c1ccc(NC(=O)CSc2nnc(Cc3cccs3)n2C)cc1
i,-0.2,N#CC(C#N)=C1NC2(CCCCC2)Cc2ccccc21
i,0.01,CC(NC(=O)/C(C#N)=C/c1ccc(C(=O)O)cc1)c1ccccc1 (stereo unspecified)
i,0.39,CCc1ccc(OCC(=O)OC2CCS(=O)(=O)C2)cc1 (stereo unspecified)
i,-0.49,CCOCC(=O)NCc1ccc2c(c1)cc(C)n2C
i,0.33,O=C1OCCC1Sc1nc2ccccc2n1Cc1ccccc1 (stereo unspecified)
i,2.3,CC1CCC(NC(=O)Cn2c(=O)oc3ccccc32)CC1 (stereo unspecified)
i,-4.5*,CC(CCc1ccccc1)NC(=O)CN(C)Cc1ccc(F)cc1 (stereo unspecified)
i,0.85,O=C(Nc1ccccc1-c1nc2ccccc2s1)c1cccnc1
i,0.73,CC(C)[C@H](NC(=O)N1c2ccccc2NC(=O)[C@@H]1C(C)C)C(=O)N[C@H](C(=O)O)c1ccccc1
i,0.3,O=C(CN1C(=O)S/C(=C\C=C\c2ccccc2)C1=O)Nc1ccccc1C(=O)O
i,1.1,Cc1cccc(OCCNC(=O)CCc2ccccc2)c1
i,-1.1,Cc1ccc(-n2c(Cl)c(Cl)[nH]c(=O)c2=O)cc1
i,0.11,COc1ccc(-n2c(C)cc(/C=C(\C#N)C(=O)NCc3ccco3)c2C)cc1
i,1.1,Cn1c(=O)c(C(N)=S)cn(-c2ccccc2)c1=O
i,-0.62,O=C(CN1CCC(n2nnc3cc(F)ccc32)CC1)NNC(=O)c1ccccc1
i,3.3,COc1ccc(C2=Nn3c(nnc3-c3ccccn3)SC2)cc1
i,-0.01,CCc1nnc(NC(=O)CN2CCN(c3nc(-c4ccccc4)cs3)CC2)s1
i,0,CC(=O)Nc1ccc(NC(=O)CSc2nnc(NC(=O)Cc3ccc(F)cc3)s2)cc1
i,-0.58,CCN(CC)c1ccc(/C=N/NC(=O)Cc2cccs2)c(O)c1
i,0.81,CC(=O)Nc1ccc(NC(=O)CSc2nnc(NC(=O)C3CC3)s2)cc1
i,-0.66,C=CCn1c(SCC(=O)NC2CCCCC2)nnc1C(C)NC(=O)c1cccs1 (stereo unspecified)
i,0.71,O=S(=O)(NCCNS(=O)(=O)c1ccc(F)cc1)c1ccc(F)cc1
i,-1.4,COc1ccccc1NC(=O)CCNC(=O)Cn1ccc2ccccc2c1=O
i,-1.2,COc1ccc(OC(C)C(=O)Nc2ccc([N+](=O)[O-])cc2)cc1 (stereo unspecified)
i,-1.7,CCOc1ccc2nc(NCCNC(=S)NCCCN(C)C)c(C#N)cc2c1
i,0.47,O=C(NCc1ccccn1)C(=O)NCC(c1ccco1)N1CCN(c2ccc(F)cc2)CC1 (stereo unspecified)
i,-0.03,COc1ccc(C(=O)NNC(=O)C(C)NC(=O)c2ccccc2NC(=O)c2ccco2)cc1 (stereo unspecified)
i,1.7,O=C(CCc1ccccc1)NNc1cc(N2CCCCC2)nc(N2CCCCC2)n1
i,0.75,COc1ccc(CCNC(=O)c2ccc(CNc3nc(=S)[nH]c4ccccc34)cc2)cc1OC
i,0.15,O=C(CCCCCN1C(=O)c2ccccc2C1=O)Nc1ccc(S(=O)(=O)N2CCCCC2)cc1
i,0.41,COc1ccc(NS(=O)(=O)c2cc(NC(=O)/C=C/c3cccs3)ccc2N2CCOCC2)cc1
i,-0.03,Cc1cc(N(C)C)nc(SC(C)C)n1
i,-0.43,Cc1cccc(-n2ncc3c(N4CCCc5ccccc54)ncnc32)c1
i,-0.94,CCOC(=O)Cc1csc(NS(=O)(=O)c2ccc(Br)cc2)n1
i,-0.59,COc1cccc(N(C(=O)CNC(=O)c2ccco2)C(C(=O)NC2CCCCC2)c2cccnc2)c1 (stereo unspecified)
i,0.84,O=C(COC(=O)c1cc(-c2cccnc2)nc2ccccc12)Nc1ccc(F)cc1F
i,-0.79,O=C(/C=C/c1ccc(F)cc1)NCCCn1ccnc1
i,0.23,CCN(CC)CCN1C(=O)C(O)=C(C(=O)c2cccs2)C1c1ccc(C)o1 (stereo unspecified)

New compounds follow
KCNQ2 inh,Kir21 block,compound
i,-0.05,COc1ccc(OC)c(NC(=O)Nc2ccccc2C)c1
i,0.48,N#CCCCSc1ncccc1-c1nc2ccccc2[nH]1
i,-2.3,CC(C)(/C=N/NC(=O)CSCc1ccccc1Cl)CCC#N
i,-0.82,COc1cc(Cl)c(C)cc1NC(=O)Cc1ccc(OC)c(OC)c1
i,0.06,COc1ccc(CCNCC(=O)Nc2ccc(C)c(S(=O)(=O)N(C)C)c2)cc1OC
i,1.4,Cc1ccccc1OCC(=O)NC(=S)Nc1cccc2cc(O)ccc12
i,-0.19,Cc1cccc(-n2c(C)cc(/C=N/n3cnnc3)c2C)c1
i,-0.93,CC(=O)c1cccc(NC(=O)COc2nsnc2N2CCOCC2)c1

Ordered by the number under Kir21 block (high to low): 3 of the compounds above
KCNQ2 inh,Kir21 block,compound
i,0.06,COc1ccc(CCNCC(=O)Nc2ccc(C)c(S(=O)(=O)N(C)C)c2)cc1OC
i,-0.05,COc1ccc(OC)c(NC(=O)Nc2ccccc2C)c1
i,-2.3,CC(C)(/C=N/NC(=O)CSCc1ccccc1Cl)CCC#N

Entries of single compounds from above.
Profile of `CC(=O)c1cccc(NC(=O)COc2nsnc2N2CCOCC2)c1` = KCNQ2 inh: i; Kir21 block: -0.93
Profile of `Cc1cccc(-n2c(C)cc(/C=N/n3cnnc3)c2C)c1` = KCNQ2 inh: i; Kir21 block: -0.19

(next part)
KCNQ2 inh,Kir21 block,compound
i,-0.49,COC(=O)c1cc(NC2c3ccccc3C(=O)N2c2ccc(Cl)cn2)cc(C(=O)OC)c1 (stereo unspecified)
i,-0.08,Cn1nccc1C(=O)NC1CC(C)(C)Cc2c1cnn2-c1ccc(F)cc1 (stereo unspecified)
i,0.05,Cc1ccc(Cl)cc1NC(C#N)c1ccccc1 (stereo unspecified)
i,-0.18,O=C(O)c1cc(Cl)c(Cl)cc1C(=O)N1CCOCC1
i,-1.8,O=c1[nH]cnc2sc3c(c12)CCCC3
i,-0.71,CC(=O)Nc1cccc(/C(C)=N/NC(=O)c2c(-c3ccccc3Cl)noc2C)c1
i,-0.81,Cc1cccc(NC(=O)CSCC(=O)Nc2ccccc2C(=O)NC2CC2)c1
i,-0.69,CCOC(=O)CCCCCN1C(=O)c2cccc3cccc(c23)C1=O
i,0.15,CN(C)c1ncc(S(=O)(=O)c2ccccc2)c(N)n1
i,0.13,CCOC(=O)c1ccc(NC(=O)C(=O)NCC2(c3ccc(OC)cc3)CCOCC2)cc1
i,-0.53,CCOC(=O)c1sc(NS(=O)(=O)c2ccccc2Cl)nc1C
i,0.03,C=CCOc1ccc(Br)cc1CNC(C)(C)CO
i,1.9,O=C(NNc1cccc(Cl)n1)C(F)(F)F
i,-0.79,Cc1cccc(NC(=S)NCc2cccn2C)c1
i,-0.56,O=c1c2c([nH]n1-c1ccccc1)CCCC2
i,1.1,Cc1noc(C)c1C(=O)Nc1nc2ccc(Cl)cc2s1
i,-1.6,CN(C(=O)c1ccc2c(=O)n3c(nc2c1)CCCCC3)c1ccccc1
i,-0.73,Nc1nc(SCC(=O)c2ccc(Br)s2)n[nH]1
i,-0.07,COc1ccccc1NC(=O)CSc1nncn1N
i,-0.14,CCOC(=O)Cn1c(=O)oc2cc(S(=O)(=O)NC3CCCCC3)ccc21
i,-0.54,Cc1csc(=NC(=O)c2ccccc2)n1CCO
i,0.5,O=C(Nc1cccc(C(=O)N2CCCC2)c1)c1ccccc1
i,1,O=C(Nc1cc(Cl)ccc1O)C1CC(c2ccccc2Cl)=NO1 (stereo unspecified)
i,0.4,COc1ccc(NC(=O)C2CCCN(S(=O)(=O)c3cccnc3)C2)cc1OC (stereo unspecified)
i,1.5,COc1ccc(C2(c3ccc(OC)cc3)NC(=O)N(CC(=O)N(C)c3ccccc3)C2=O)cc1
i,-0.06,CN1CCC(N(C)C(=O)c2cc(=O)c3ccccc3o2)CC1
i,0.23,CN1CCN(S(=O)(=O)c2ccc(Sc3nnnn3-c3ccccc3)c([N+](=O)[O-])c2)CC1
i,0.65,CCCc1cc(=O)oc2cc(OCC(=O)NCC3CCC(C(=O)O)CC3)ccc12 (stereo unspecified)
i,0.51,COc1cc(/C=C2/CC(C)OC2=O)c([N+](=O)[O-])cc1OC (stereo unspecified)
i,1.4,COC(=O)c1ccc(NC(=O)C(=O)N2CCN(C(=S)Nc3ccc(C)cc3)CC2)cc1
i,0,COCCNCC(=O)Nc1ccc(OC(F)(F)F)cc1
i,2.3,COc1ccc(CNC(=O)CCc2nnc3ccc(NCCCN4CCCC4=O)nn23)cc1
i,-0.93,COc1ccc(-c2nc(CCNC(=O)c3cccs3)cs2)cc1
i,-0.67,CCc1c(C)nc(SCC(=O)Nc2cccc(Br)c2)[nH]c1=O
i,-0.38,COc1ccc([N+](=O)[O-])cc1NC(=O)CC(c1ccccc1)c1ccccc1
i,2.7,C=CCNC(=O)/C(=C/c1cccc([N+](=O)[O-])c1)NC(=O)c1ccccc1
i,1.2,C#CCOCCOCCOCCNc1nc(N2CCN(C(=O)[C@H](C)n3cc(CCCN=C(N)N)nn3)CC2)nc(N2CCN(C(=O)[C@H](Cc3ccc(O)cc3)n3cc(CCO)nn3)CC2)n1
i,0.91,Cc1[nH]c(=O)[nH]c(=O)c1S(=O)(=O)Nc1ccc(Cl)c([N+](=O)[O-])c1
i,0.72,COc1cccc(C2/C(=C(/O)c3ccc4c(c3)CC(C)O4)C(=O)C(=O)N2CCCn2ccnc2)c1 (stereo unspecified)
i,-1.1,Cc1ccc(NC(=O)c2cc(S(=O)(=O)N3CCCCC3)c[nH]2)cc1C
i,2.2,Nc1cc(N2CCCCC2)c(Cl)cc1[N+](=O)[O-]
i,-0.46,CCC1(c2ccccc2)NC(=O)N(CC(=O)NNC(=O)CCN2CCN(c3ccccc3)CC2)C1=O (stereo unspecified)
i,0.31,CCCCc1c(O)nc(SCC(=O)NCC2CCCO2)[nH]c1=O (stereo unspecified)
i,1.4,Cc1ccccc1Cn1c([N+](=O)[O-])cnc1C
i,0.34,Cc1csc(NC(=O)c2ccc(COc3ccccc3)o2)n1
i,0.07,CC(=O)Nc1ccc(SCC(=O)c2cc(C)n(-c3ccccc3)c2C)cc1
i,1.7,COCCNc1cc(C)nc2ccccc12
i,0.22,CCN(CC)CCN1C(=O)C(=O)/C(=C(/O)c2ccc(C)cc2)C1c1ccncc1 (stereo unspecified)
i,-0.96,O=c1c(CN2CCN(c3cccc(Cl)c3)CC2)coc2c(Cl)cc(Cl)cc12
i,-0.07,O=C(NCc1ccccn1)Nc1ccc(F)cc1F
i,0.44,Cc1nc(C)c(C)nc1C
i,-0.12,COc1ccc(CCNC(=O)c2cc(-c3ccncc3)nc3c(Cl)cccc23)cc1OC
i,1.8,C/C(CC(=O)Nc1ccc2c(c1)OCO2)=N\NC(=O)c1ccc(N)cc1
i,0.01,C=CCSc1nnc(-c2ccc([N+](=O)[O-])cc2)o1
i,0.58,CCOC(=O)c1[nH]c2ccc(OC)cc2c1NS(=O)(=O)c1ccc(Cl)s1
i,-0.24,OCCOc1ccc(CN2CCCC(N3CCN(c4ccc(F)cc4)CC3)C2)cc1 (stereo unspecified)

Screening data (PubChem BioAssay)
